# Screening data: PubChem BioAssay, National Center for Advancing Translational Sciences (NCATS)
# pAkt inh – Akt phosphorylation inhibition. Neuro2A IGF-stimulated pAkt S473 HTRF, 20 min; stronger effect = lower value. activity change, % for hits at 50 µM. 360,000 compounds, 0.32% hits. AID 651550; in the data active means activity change below about -80%; inconclusive means mostly about -51% to -80%; further: on the % scale 0 is the no-effect control and ±100 the full control effect
#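 Single-point screen (50 µM final compound) in Neuro2A cells stimulated 20 min with 6 nM IGF at 37 deg C. After lysis, Ser473-phosphorylated Akt read by HTRF (ex 330 nm, em 615/665 nm) as the 665/615 ratio.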
# DRD3 antagonist – antagonists of human D3 dopamine receptor | P35462 | D3R cells, DiscoveRx beta-arrestin luminescence, antagonist mode; stronger effect = lower value | 360,000 compounds, 2.5% hits | max response, negative = inhibition, %; in the data active means max response below about -50%; inconclusive means no clear call, values can overlap the other calls; further: on the % scale 0 is the no-effect control and ±100 the full control effect; mostly tested at two doses, the higher about 12 µM
#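 Cells expressing the human receptor were seeded at 1500 cells/well, incubated overnight at 37 degrees C in 5% CO2, then exposed to library compounds with dopamine controls for 90 minutes at 37 degrees C before luminescent detection.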
# EPAC2 antagonist – EPAC2 (human) antagonism | 360,000 compounds, 0.18% hits | Potency, µM (top dose mostly 114 µM), for the others: top-dose activity, negative = inhibition, actives largely listed as inhibitors | Q8WZA2 | EPAC2 GEF exchange of Rap1B-BODIPY-GDP, fluorescence | AID 720708; further: potency means the concentration at half of the fitted maximal effect; on the % scale 0 is the no-effect control and ±100 the full control effect; nearly all actives have a fitted effect of over 45% in size; many of its hits are not listed in these tables
# Target sequence (Q8WZA2 whole entry, looked up): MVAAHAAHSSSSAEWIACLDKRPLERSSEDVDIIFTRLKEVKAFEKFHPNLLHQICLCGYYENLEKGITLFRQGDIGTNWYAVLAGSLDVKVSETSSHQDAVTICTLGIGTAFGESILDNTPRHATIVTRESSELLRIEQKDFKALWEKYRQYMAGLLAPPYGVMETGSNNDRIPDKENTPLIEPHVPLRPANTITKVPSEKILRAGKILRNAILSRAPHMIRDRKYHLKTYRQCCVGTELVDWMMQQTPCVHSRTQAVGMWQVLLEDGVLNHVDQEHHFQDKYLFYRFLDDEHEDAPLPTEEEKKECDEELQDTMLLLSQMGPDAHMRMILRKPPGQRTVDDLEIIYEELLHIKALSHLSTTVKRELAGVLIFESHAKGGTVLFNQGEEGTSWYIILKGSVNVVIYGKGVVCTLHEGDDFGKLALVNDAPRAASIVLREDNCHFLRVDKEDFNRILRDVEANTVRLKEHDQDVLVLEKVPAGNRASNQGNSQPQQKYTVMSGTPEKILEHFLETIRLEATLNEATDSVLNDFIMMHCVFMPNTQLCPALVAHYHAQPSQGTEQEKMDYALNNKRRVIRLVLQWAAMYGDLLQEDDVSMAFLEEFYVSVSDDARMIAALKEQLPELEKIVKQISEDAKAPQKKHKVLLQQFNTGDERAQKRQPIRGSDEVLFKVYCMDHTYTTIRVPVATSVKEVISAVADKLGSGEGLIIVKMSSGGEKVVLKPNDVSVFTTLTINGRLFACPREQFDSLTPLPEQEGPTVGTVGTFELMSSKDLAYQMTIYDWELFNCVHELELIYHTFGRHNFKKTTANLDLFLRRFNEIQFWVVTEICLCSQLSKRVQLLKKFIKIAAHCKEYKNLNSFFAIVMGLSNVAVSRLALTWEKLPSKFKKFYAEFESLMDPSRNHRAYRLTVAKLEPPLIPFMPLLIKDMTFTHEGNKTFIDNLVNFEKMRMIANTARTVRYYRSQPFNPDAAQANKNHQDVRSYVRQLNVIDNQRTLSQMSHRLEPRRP
# PTHR1 ag – agonists of human PTHR1 parathyroid hormone receptor; AID 743266; Potency, µM (doses to about 115 µM), inactives show at the top dose activation, actives largely listed as activators; 410,000 compounds, 0.075% hits; HEK293 GP2 PTHR1 cells, GloSensor cAMP luminescence, 1 h; Q03431; further: potency means the concentration at half of the fitted maximal effect; nearly all actives have a fitted effect of over 55% in size; some results filed as inactive show a strong effect at the top dose; inactives centre near -15; many of its hits are not listed in these tables
#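 HEK-293-derived GP2 cells expressing PTHR1 and a GloSensor cAMP reporter, 3,000/well, plated overnight, given luciferin plus IBMX (each 0.5 mM as added) for 1 h at 37 °C, then compound for 1 h at 37 °C. Luminescence was read after 15 min at room temperature.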
# DRD3 agonist – activates the human D3 dopamine receptor | P35462 | D3R DiscoveRx beta-arrestin cells, luminescence, 90 min | max activation, % | 410,000 compounds, 0.58% hits | AID 652048; in the data active means max activation above about 30%; further: 0% is about no effect; mostly tested at two doses, the higher about 12 µM
#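 Cells at 1500/well, incubated overnight, then treated with pinned compounds (dopamine as control) for 90 min at 37 degrees C. DiscoveRx reagent added for 30 - 60 minutes at room temperature; luminescence read.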
# Mm-Cpn inhibitor – inhibitors of Methanococcus maripaludis chaperonin (MmCpn). 330,000 compounds, 0.031% hits. purified Mm-Cpn ATPase, ADP Transcreener TR-FRET. Potency, µM (top dose mostly 76.9 µM), for inactives: at the highest dose activity, negative = inhibition, usual class: inhibitors; further: potency means the concentration at half of the fitted maximal effect; on the % scale 0 is the no-effect control and ±100 the full control effect; nearly all actives have a fitted effect of over 80% in size
#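 Compound-treated chaperonin, 25 nM final, turns over 10 uM ATP at 37°C for 30 min following a 10 min preincubation; ADP generated competes with ADP-d2 for Eu-cryptate antibody, lowering FRET.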
# CCT chaperon mod – modulators of cytosolic chaperonin (CCT/TRiC) activity; purified chaperonin ATPase assay, HTRF ADP detection, 30 min; activity change, % (concentration not given with the values), hits read low; 360,000 compounds, 0.3% hits; in the data active means activity change below about -30%; further: on the % scale 0 is the no-effect control and ±100 the full control effect
#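 TRiC (40 or 20 nM final, by batch activity) in 30 mM Tris pH 7.4, 100 mM KCl, 5 mM MgCl2, 1 mM DTT was treated with compound at 76 uM single dose, then 10 uM ATP, 30 min at 37 °C. ADP was read by HTRF Transcreener.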
# EPAC2 agonist – activates human EPAC2 exchange factor; EPAC2 activation, biochemical qHTS; response scale: 100% = 6.5 mM cAMP response; Q8WZA2; Potency, µM (series often up to 154 µM), for inactives: at the highest dose activation, usual class: activators; 360,000 compounds, 0.079% hits; AID 720711; further: potency means the concentration at half of the fitted maximal effect; nearly all actives have a fitted effect of over 50% in size
#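 In this primary screen, activation is scored as increased exchange of BODIPY-GDP from Rap1B by 100 nM EPAC2, with 50 uM GDP as competitor. Signal is normalized to the 6.5 mM cAMP agonist control.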
# Numbers without * were called inactive; i = inactive; ? = inconclusive; · = no result given; & = joins results of further samples; [ ] = another dose, or the depositor's remark. Unless noted, the call rests on the fitted dose curve; in most records, active means well fitted curve in the direction sought with a large enough effect; inconclusive means small, poorly fitted or top-dose-only effect, or another doubt; inactive means no such curve, though single readings can be large; an effect the other way counts as inactive or inconclusive. The list is partial, so the mix of outcomes need not match the whole.
SMILES,pAkt inh,DRD3 antagonist,EPAC2 antagonist,PTHR1 ag,DRD3 agonist,Mm-Cpn inhibitor,CCT chaperon mod,EPAC2 agonist
Cc1nc2c(o1)CCc1ccccc1C2N1CCN(C)CC1 (stereo not given),i,-54.4*,4.5%&8.4%&15.4%,-14.9%[57.5 µM],-13.4&-15.9&-28.8,0.5%&-1.4%,0.7&2.2&1.9,2.7%&8.1%&-0.9%
CC1Cc2ccccc2N1CC(=O)NCc1ccc2c(c1)OCO2 (stereo not given),i,-19.8,4.4%,i,2.8,-0.3%,-2.1,-0.7%
Cc1nc(NC(=S)Nc2ccccc2)sc1C,i,-10.7,1.8%,-55.3%[inhibitor],6.0,-7.0%,-1.6,1.3%
O=C1CCN(Cc2ccc(Cl)cc2Cl)C(=O)N1,i,0.6,3.6%,i,16.2,·,-0.3,7.8%
CCOC(=O)C1=C(N)Oc2cc(O)ccc2C1c1ccc(F)cc1F (stereo not given),i,0.9,-16.8%,-12.7%,3.1,-0.8%,-0.9,20.5%
CCOc1ccc2oc(C(=O)OCC(=O)NC(=O)NC3CCCC3)c(C)c2c1,i,-16.2,1.0%,i,-4.3,-3.8%,-1.0,-17.2%
O=C(CC1CCC1)NC(c1ccccc1)c1ccccc1,i,0.0,-1.8%,-8.9%,-7.8,-0.4%,0.4,-1.3%
CCN(CC)CCCN=Cc1c(-c2ccccc2)[nH]n(-c2nc3ccccc3s2)c1=O,i,-5.4,3.7%,i,-14.9,-0.6%,0.5,-1.5%
O=S(=O)(NC1CCCCCC1)c1cccc(Cl)c1,i,0.4,-25.0%,-6.9%,1.2,1.8%,-1.5,5.4%
C[C@H](NC(=O)C1CCN(S(=O)(=O)c2ccccc2)CC1)C(=O)NCc1ccco1,i,1.3,8.3%,-7.6%,0.0,-1.8%,-1.5,10.2%
CN(C)S(=O)(=O)c1ccc(NC(=O)CN2CCCCCC2)cc1,i,-4.8,7.2%,i,3.1,-0.5%,-0.7,2.0%
Cc1ncc(CO)c(/C=N/Nc2ccc(C(F)(F)F)cn2)c1O,i,-73.7*,-1.0%,i,-22.7,-2.7%,0.6,0.7%
Cc1ccc(S(=O)(=O)Nc2ccc3c(c2)C(=O)N([C@H](C)CO)C[C@H](C)[C@@H](CN(C)C(=O)Nc2ccc4c(c2)OCO4)O3)cc1,i,16.0,-13.1%,-13.2%,1.7,0.4%,0.2,-4.8%
COc1ccc(N2CCN(Cc3nc4c(c(=O)[nH]c(=O)n4C)n3CCCc3ccccc3)CC2)cc1,i,-24.8,-13.1%,-12.4%,9.2,-3.3%,1.0,-4.7%
CC(=O)C1=C(c2ccc(Br)cc2)C(=O)c2ccccc2C1=O,i,-87.1*,-8.8%,-34.7%,-12.6,-1.3%,2.2,28.1%
Cc1ccc(NC(=O)C2(S(=O)(=O)c3ccc(C)cc3)CC2)cc1,i,?,-1.5%,i,-2.0,1.0%,-1.6,-9.7%
COC(=O)c1cc(S(=O)(=O)NCc2ccc(Br)cc2)c[nH]1,i,-7.8,1.2%,-4.4%,2.3,2.2%,-4.6,16.5%
CCN(CC#CCC(O)(c1ccccc1)C1CCCC1)C(C)C (stereo not given),i,-4.4,5.7%,22.4%[57.5 µM],-22.4,-1.0%,-4.2,8.2%
CCN(CC)S(=O)(=O)c1ccc(NC(=O)COC(=O)c2cc(S(=O)(=O)Nc3ccc(OC)cc3)ccc2O)cc1,i,10.8,0.1%,-42.9%[inhibitor],-1.1,3.6%,-1.3,2.9%
Cn1cc(S(=O)(=O)N2CCCC2)cc1C(=O)N1CCN(c2ccccc2)CC1,i,-6.5,11.0%,i,-6.5,-0.6%,-1.9,4.8%
Cc1ccc(NC(=O)c2ccc(Cn3cc(Br)cn3)o2)cc1,i,5.1,-10.6%,-17.3%[57.5 µM],-4.1,1.3%,0.5,14.6%
COC(=O)C(=C/C=C/c1ccco1)C(=O)OC,i,-1.9,-2.5%,-14.2%,3.0,0.1%,-4.1,1.2%
CCn1c(N2CCN(C(c3ccccc3)c3ccccc3)CC2)nc2c1c(=O)[nH]c(=O)n2C,i,31.7,8.5%,-13.0%,1.5,·,-2.0,-3.3%
CS(=O)(=O)N(CC(=O)Nc1cccc([N+](=O)[O-])c1)c1ccccc1F,i,3.9,-2.1%,-19.8%,-2.2,0.5%,-6.8,6.0%
COc1ccc2[nH]c(=O)c(CN(C(=O)c3ccccn3)C3CCCCC3)cc2c1,i,-16.8,11.2%,i,-1.2,0.8%,3.2,1.8%

# The list continues.
SMILES,pAkt inh,DRD3 antagonist,EPAC2 antagonist,PTHR1 ag,DRD3 agonist,Mm-Cpn inhibitor,CCT chaperon mod,EPAC2 agonist
CCCn1c(SCC#N)nc2c(c1=O)C1(CCCC1)Cc1ccccc1-2,i,?,-0.8%,i,1.2,-1.3%,0.0,4.8%
COc1ccc(CNC(=O)[C@H](C)NC(=O)C2CC(=O)N(c3ccc4c(c3)OCO4)C2)cc1 (stereo not given in full),i,-22.3,2.2%,i,-2.8,-0.6%,-1.4,-4.2%
O=C(N/N=C/c1ccccn1)c1[nH]c2ccc([N+](=O)[O-])cc2c1-c1ccccc1,i,-60.0*,5.2%,i,-8.2,2.3%,-2.3,13.7%
CCC(=O)N1CCN=C1SCc1c(F)cccc1Cl,i,-4.5,-0.8%,i,-3.1,2.6%,0.8,8.4%
O=C(COC(=O)c1cc2c(s1)CCCC2)Nc1ccc(Cl)cn1,i,7.9,5.0%,i,-2.9,-20.5%,2.4,2.6%
COC(=O)C1(Cc2ccccc2)NC(c2ccccc2C)C2C(=O)N(c3ccc4c(c3)OCO4)C(=O)C21 (stereo not given),i,?,-6.4%,i,-9.0,-1.1%,-0.7,5.9%
O=C(CNC(=O)OCc1ccccc1)NCC(=O)N1CCCC1C(=O)OCc1ccccc1 (stereo not given),i,?,-7.1%,-8.6%[57.5 µM],-14.3,1.5%,-0.3,4.3%
CCCNc1ccc(C(=O)OCC)cc1[N+](=O)[O-],i,-10.4,6.3%,-22.3%,0.0,-0.4%,-1.1,9.9%
O=C(c1cccc(Cl)c1)N1CCC(C(=O)N2CCN(Cc3ccccc3)CC2)CC1,i,-16.5,5.7%,-36.1%[inhibitor],-12.3,3.9%,-1.6,-0.1%
CCOc1ccc(C)cc1S(=O)(=O)n1cnc2ccccc21,i,7.1,-8.3%,i,-3.5,2.3%,0.0,-1.7%
Cc1ccc(OCC(O)CN2CCN(Cc3ccc4c(c3)OCO4)CC2)c(C)c1 (stereo not given),i,-59.8*,2.3%&-3.7%,-18.3%,-11.0&-31.9,-0.8%,0.6&0.1,10.9%&10.8%
COc1ccccc1C(=O)Nc1ccc2c3c(cccc13)CC2,i,-15.4,-0.6%,-3.9%,-2.1,-0.6%,-8.3,10.4%
CCOC(=O)C(C(=O)OCC)N(C#N)c1nc(C)cc(C)n1,i,-19.2,9.6%,-15.0%[57.5 µM],-1.5,5.5%,0.8,9.6%
COC(=O)CSc1nc(C)c(Oc2ccccc2)c(=O)[nH]1,i,19.7,10.3%,i,-2.6,-0.3%,-1.0,2.0%
O=C1CN(C(=O)CSc2nnc(Nc3ccccc3)s2)c2ccccc2N1,i,6.1,-3.7%,-53.1%[inhibitor],-8.0,-0.7%,1.5,11.2%
Cn1c(C(=O)O)c(CC(=O)NCc2cccnc2)c2ccccc21,i,7.9,12.1%,-7.2%[57.5 µM],-5.0,0.1%,1.2,3.8%
Cc1ccccc1NC(=O)C(=O)N/N=C/c1cccc(Br)c1,i,-15.3,6.9%,-29.4%,1.0,-3.0%,-0.4,-0.7%
C=CCn1c(N)cc(=O)nc1SCC(=O)NC(C)c1ccccc1 (stereo not given),·,-18.6,2.1%,i,1.0,0.1%,-4.0,-3.1%
O=C(Nc1cccc(Cl)c1)Nc1nnc(-c2ccncc2)s1,i,19.6,-8.0%,-24.7%,16.8,-1.1%,0.3,-6.7%
COc1ccc(-c2csc(NC(=O)CSc3nc(SC)ns3)n2)cc1,i,14.0,-4.6%[57.1 µM],-42.1%,2.5,?,-5.9,20.9%
Cc1nc(S/C(=C/c2ccc(-c3ccc(C(=O)O)cc3)o2)C(=O)O)n[nH]1,i,-1.6,-12.0%,?,-7.8,-6.5%,0.5,9.6%
COc1c(C)cc(Br)cc1C(=O)O,i,9.9,10.6%,i,2.1,-1.0%,2.6,5.3%
COC(=O)c1cccc(CN2C(=O)C(C)Sc3cc(Cl)ccc32)c1 (stereo not given),i,4.0,-28.3%,-49.8%[inhibitor],6.3,·,-0.7,7.8%
O=C(Nc1cc(Cl)cc(Cl)c1)C(NCCO)c1ccccc1 (stereo not given),i,-13.2,-2.8%,i,-17.7,0.3%,-0.2,11.4%
CSCC[C@H](NC(=O)C1CCN(S(=O)(=O)c2ccc(C)cc2)CC1)C(=O)NCC1CCCO1 (stereo not given in full),i,13.1,-0.9%,-36.9%[inhibitor],0.0,0.3%,-2.5,0.6%
COc1ccc(/C=N\Nc2ccc([N+](=O)[O-])cc2)c(C(=O)O)c1OC,i,-0.7,-13.2%,i,-2.7,-3.4%,0.0,7.0%
Cn1cc[nH]c1=S,i,30.1,-12.0%,i,21.5&-1.6,-26.7%,-0.1,-3.7%

# Compounds shown so far that have bromine:
SMILES,pAkt inh,DRD3 antagonist,EPAC2 antagonist,PTHR1 ag,DRD3 agonist,Mm-Cpn inhibitor,CCT chaperon mod,EPAC2 agonist
CC(=O)C1=C(c2ccc(Br)cc2)C(=O)c2ccccc2C1=O,i,-87.1*,-8.8%,-34.7%,-12.6,-1.3%,2.2,28.1%
COC(=O)c1cc(S(=O)(=O)NCc2ccc(Br)cc2)c[nH]1,i,-7.8,1.2%,-4.4%,2.3,2.2%,-4.6,16.5%
Cc1ccc(NC(=O)c2ccc(Cn3cc(Br)cn3)o2)cc1,i,5.1,-10.6%,-17.3%[57.5 µM],-4.1,1.3%,0.5,14.6%
Cc1ccccc1NC(=O)C(=O)N/N=C/c1cccc(Br)c1,i,-15.3,6.9%,-29.4%,1.0,-3.0%,-0.4,-0.7%
COc1c(C)cc(Br)cc1C(=O)O,i,9.9,10.6%,i,2.1,-1.0%,2.6,5.3%
